From PubChem BioAssay
PDI turbidity: PDI (human) enzyme inhibition. inhibition, % at 10 µM. hit rate 0.052% among 350,000. PDI insulin aggregation turbidity, A650, 90 min. P07237;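 active means mean inhibition across replicates of 30% or more, whatever share of single replicates reach that level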;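 further: absorbance from insulin aggregation driven by PDI reduction with DTT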
H9c2 protect: myocardial damage modulation in H9c2 cells; H9c2 cardiomyocytes, H2O2 injury protection, ATPLite, 2 h; protection from H2O2 cell death, % at 20 µM; hit rate 0.63% among 360,000;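 active means compounds giving at least 50% protection of heart cells from peroxide-induced death in the single-dose screen, raw or plate-pattern-corrected value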;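 further: 0% = DMSO wells with peroxide and 100% = DMSO wells without peroxide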
Glyco luc inh: blocks N-linked glycosylation in D54 reporter cells. hit rate 0.23% among 360,000. D54 ERlucT glycosylation luciferase reporter, 24 h; percent of 100 nM tunicamycin response. AID 588692. reporter increase, % at 12.5 µM;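 active means mean luciferase reporter signal, scaled so untreated is 0 and the glycosylation-blocking control 100, at or above a set limit in every replicate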;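 further: luciferase carries N-glycosylation sites so blocking glycosylation raises the light; 0% = median of neutral control wells and 100% = median of 100 nM tunicamycin wells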
m5-HT2A agonist: activates the mouse 5-HT2A serotonin receptor; P35363; CHO-K1 mHTR2A beta-arrestin complementation, luminescence; percent of 30 µM serotonin response; activation, % at 7.6 µM; hit rate 0.66% among 360,000; AID 624169;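 active means activation above a run cutoff, the mean activation of all tested compounds plus 3 SD, cut at about 14% in these data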;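 further: 0% = plate median of compound wells and 100% = 30 µM serotonin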
aDG glyco act: alpha-DG glycosylation activation; Pro5-aDG cells, alpha-DG glycosylation AlphaScreen (IIH6); 0% Pro5, 100% B10-LARGE cell signal; activation, % at 10 µM; hit rate 0.22% among 360,000; AID 624168;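 active means activation of at least 8% versus controls, or a plate z-score of at least 8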;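 further: Pro5 are CHO cells carrying HIG-tagged alpha-DG that lacks glycosylation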
ABCB6 inh MLPCN: inhibitors of human ABC transporter ABCB6; Q9NP58; K562-ABCB6 porphyrin accumulation, flow cytometry, 1 h; stronger effect = lower value; fluorescence ratio to DMSO, % at 10 µM; hit rate 0.19% among 360,000;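 active means fluorescence ratio to DMSO below 75%, the collection mean minus 3 SD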;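 further: signal is porphyrin accumulated inside mitochondria; 100% equals median channel fluorescence of DMSO control wells; lower ratio means ABCB6 inhibition with less porphyrin fluorescence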
Target sequence (Q9NP58 whole entry, looked up): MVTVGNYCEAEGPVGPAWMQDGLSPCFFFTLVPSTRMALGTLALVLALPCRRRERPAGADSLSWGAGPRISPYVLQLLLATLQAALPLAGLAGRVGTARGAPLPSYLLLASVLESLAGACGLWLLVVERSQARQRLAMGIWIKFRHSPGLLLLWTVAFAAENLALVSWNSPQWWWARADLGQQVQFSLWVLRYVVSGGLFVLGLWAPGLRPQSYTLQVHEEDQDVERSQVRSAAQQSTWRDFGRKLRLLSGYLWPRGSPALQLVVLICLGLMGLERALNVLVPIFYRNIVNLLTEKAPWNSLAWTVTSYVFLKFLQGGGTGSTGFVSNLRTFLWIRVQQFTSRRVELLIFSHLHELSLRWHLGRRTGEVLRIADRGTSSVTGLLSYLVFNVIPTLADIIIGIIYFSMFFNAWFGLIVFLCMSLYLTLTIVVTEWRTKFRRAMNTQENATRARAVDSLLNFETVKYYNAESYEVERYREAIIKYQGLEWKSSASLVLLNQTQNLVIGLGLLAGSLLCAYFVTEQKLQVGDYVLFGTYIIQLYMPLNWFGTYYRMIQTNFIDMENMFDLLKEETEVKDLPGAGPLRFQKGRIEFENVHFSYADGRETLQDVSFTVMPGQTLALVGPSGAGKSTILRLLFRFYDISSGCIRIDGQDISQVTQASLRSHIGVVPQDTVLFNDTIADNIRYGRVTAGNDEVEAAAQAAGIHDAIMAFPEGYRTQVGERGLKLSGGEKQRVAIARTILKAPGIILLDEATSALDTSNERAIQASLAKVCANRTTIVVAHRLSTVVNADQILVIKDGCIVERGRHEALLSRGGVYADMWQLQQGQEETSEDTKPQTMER
MC4R antag cAMP: blocks human MC4R cAMP signaling; P32245; MC4R-expressing cells, MTII-stimulated cAMP, LANCE TR-FRET; inhibition, % at 6.5 µM; hit rate 0.48% among 360,000;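 active means inhibition above its plate's cutoff, the mean of tested wells on that plate plus 3 SD, cut at about 29% in these data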;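 further: 0% = Melanotan II alone and 100% = Melanotan II plus saturating MCL0020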
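Assay system: human MC4R-expressing U2OS cells; reagent: Melanotan II stimulation of cells; dosing: 6.5 µM single dose; timing: compound 30 min, challenge 1 h, detection 1 h; signal: TR-FRET cAMP assay; replicates: one well per compound, no replicates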
Vif imaging: blocks HIV Vif function; inhibition, % at 7.49 µM; hit rate 0.35% among 340,000; HEK293T cells, Vif self-association by quenched fluorescence, imaging, 24 h; in the data active means inhibition above about 50%, passing the limit was not always enough; further: some results filed as inactive read as strong as hits
MC4R barr agon: human MC4R agonism via beta-arrestin; P32245; U2OS MC4R beta-arrestin complementation, luminescence; percent of melanotan II response, DMSO zero; activation, % at 8.9 µM; hit rate 0.98% among 360,000; AID 540308;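 active means activation above a per-plate cutoff, the mean activation of sample wells on that plate plus 3 SD, cut at about 8% in these data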
CaV13 ICDI inh: Primary screen for inhibitors of IQ motif and Ca2+-dependent inactivation inhibitor domain binding in CACNA1D, Förster resonance energy transfer in living cells, …. hit rate 0.098% among 340,000. inhibition, % at 12.3 µM. AID 743397. HEK cells, CFP/YFP FRET ICDI-IQ, plate reader, 10 min; percent FRET-ratio fall versus neutral wells;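 active means mean replicate inhibition of at least 30% and at least 1% of replicates passing that level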;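 further: 0% = median of the neutral control wells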
Starred values were filed as active, the others as inactive; x = no result given.

SMILES	PDI turbidity	H9c2 protect	Glyco luc inh	m5-HT2A agonist	aDG glyco act	ABCB6 inh MLPCN	MC4R antag cAMP	Vif imaging	MC4R barr agon	CaV13 ICDI inh
O=C(NCCc1ccccn1)c1cccc(S(=O)(=O)N2CCCCCC2)c1	-3.4	1.5	-1.2	9.0	0.3	93.0	6.7	x	-1.2	x
NC(=O)c1cc2ccccc2o/c1=N/NC(=O)c1ccccc1	-0.8	12.4	3.5	0.7	-0.1	90.0	-15.9	8.0	-1.5	-19.2
CC(=O)c1ccc(N2CCN(CC(O)COCc3ccco3)CC2)cc1 (stereo unspecified)	6.4	-1.5	0.2	3.9	-0.1	100.0	16.8	16.6	-1.7	-7.1
COc1ccc2ccc(=O)oc2c1CC(O)C(C)(C)O (stereo unspecified)	x	6.3	0.1	0.7	-0.2	99.0	9.3	-3.6	0.2	x
OC[C@H](O)[C@H](O)[C@@H](O)[C@@H](O)[C@@H]1SC(c2ccccc2)=NN1c1ccccc1	-12.1	-3.6	0.8	0.0	-0.1	99.0	6.3	7.0	0.1	-20.8
CC(C)(C)n1cnc(C(N)=O)c1N	12.2	-1.4	1.5	7.4	-0.4	102.0	20.6	-1.6	1.1	-4.4
O=C(Nc1ccc(-c2nc3ccccc3o2)c(O)c1)c1cc(-n2cnnc2)ccc1Cl	3.4	1.5	-3.4	0.0	0.8	93.0	22.1	-1.2	2.1	-5.8
O=C(c1ccncc1)N1CCN(S(=O)(=O)c2ccc(F)cc2)CC1	-5.0	2.6	0.3	10.9	2.1	96.0	4.2	5.6	-1.4	-5.8
CCc1cc(=O)oc2cc(C)cc(OCC(=O)NCCc3c[nH]c4ccccc34)c12	x	14.7	-2.3	3.9	-0.2	101.0	9.9	-24.4	-1.3	x
O=C(CSc1ncccn1)N1CCN(C(c2ccccc2)c2ccccc2)CC1	12.5	3.7	0.7	-0.8	-0.2	78.0	-0.6	-1.4	-2.2	-3.4
O=C(O)c1ccc(NCc2cccc(Br)c2)cc1	-3.1	8.6	2.3	-3.7	-0.2	102.0	-1.5	0.3	-2.1	-5.3
C=CCSC(=S)Nc1c(C)n(C)n(-c2ccccc2)c1=O	9.3	14.7	0.2	2.0	-0.1	95.0	5.4	-3.4	-1.6	0.4
CCN(CC)C(=O)CNC(=O)Cc1ccc(Cl)cc1	0.0	4.7	1.8	-0.9	0.0	94.0	1.9	-3.6	0.5	-3.2
CCCCn1c(SCN2C(=O)c3ccccc3C2=O)nc2cc(S(N)(=O)=O)ccc21	-1.5	0.9	4.2	9.1	-0.1	101.0	5.5	-7.3	-2.8	x
O=C(NC1CC2CCCC(C1)N2C(=S)Nc1ccccc1Cl)C1CC1 (stereo unspecified)	3.7	-5.6	-1.3	-1.6	-0.1	99.0	5.6	13.3	-1.7	-3.4
O=C(OCCO)c1cc(Cl)c(C(=O)OCCO)cc1Cl	-2.9	-1.9	0.8	-5.0	-0.2	94.0	6.7	27.7	0.0	x
Nc1[nH]c(C(=O)c2ccccc2)c(-c2ccc(C(F)(F)F)cc2)c1C(=O)NCc1ccc(Cl)cc1Cl	x	x	x	2.9	0.6	99.0	x	x	x	-5.3
CC1CCC(NC(=O)CSc2nncs2)CC1 (stereo unspecified)	-1.5	-3.2	1.3	3.8	-0.3	98.0	6.1	-12.5	-1.7	-8.9
CC(NC(=O)CN1CCN(Cc2ccc(Cl)cc2)C1=O)c1ccc2c(c1)OCCO2 (stereo unspecified)	2.9	0.5	-1.4	-4.0	-0.2	113.0	7.6	-7.9	-0.3	-6.2
C[C@H](NC(=O)CCCn1nnc2ccccc2c1=O)C(=O)O	-0.5	0.6	0.3	-2.5	-0.1	95.0	-4.1	-0.8	-2.0	-3.0
CCn1ncc(C2=NOC(C(=O)Nc3cnn(C45CC6CC(CC(C6)C4)C5)c3)C2)c1C (stereo unspecified)	2.4	-7.9	-3.5	3.0	0.6	101.0	-1.2	-5.4	0.8	-7.2
CC(=O)Nc1ccc(S(=O)(=O)NNC(=S)NCc2ccco2)cc1	0.6	-3.0	-1.3	6.0	0.0	95.0	23.3	x	-2.0	-2.8
O=C(/C=C/c1cccs1)NC1CC1	-5.3	-4.9	-0.1	0.1	0.1	101.0	20.3	-1.2	-3.0	-6.4
O=C(CCCC(=O)N(CC(=O)NC1CCCCC1)c1cccc(F)c1)Nc1ccccn1	-8.3	-2.2	-1.9	1.5	0.2	94.0	2.6	0.0	-1.1	-3.4
COc1ccc(C)cc1NC(=O)CNC(=O)[C@@H]1Cc2ccccc2CN1	5.4	3.5	0.8	-2.6	0.0	98.0	-0.6	7.8	2.0	-2.6
Cc1ccc2nc(-c3ccccc3)c(CN3CCOCC3)n2c1	3.1	2.6	-1.5	1.4	0.1	94.0	3.5	0.9	-1.7	-4.7
COc1ccc(S(=O)(=O)N2CCC(C(=O)N[C@@H](C)C(=O)NCc3ccncc3)CC2)cc1	6.0	4.8	-0.4	7.7	0.0	100.0	1.3	8.7	-1.2	-6.8
Cc1ccc(S(=O)(=O)Nc2ccc(C(=O)N3CCOCC3)cc2)cc1	-13.1	0.3	0.0	-2.8	-0.1	95.0	10.1	1.3	0.0	-4.1
Cc1nc(C(=O)Nc2ccc(Cl)cc2)sc1C1(C)CC(c2ccccc2)=NO1 (stereo unspecified)	-2.0	-4.1	-1.9	-4.3	0.0	96.0	6.0	-4.3	-1.4	-4.9
COc1ccc(S(=O)(=O)Nc2c(C)nc3nc(C)[nH]n3c2=O)cc1	6.5	3.9	3.2	0.0	0.0	95.0	7.2	34.1	-0.8	-2.5
Cc1cnc(C(=O)OC(C)C(=O)Nc2ccc(Oc3ccccc3)cc2)cn1 (stereo unspecified)	-3.5	-12.7	-3.7	3.6	-0.2	96.0	9.0	22.2	-0.2	-7.5
COc1ccc(S(=O)(=O)N(C)c2ccc(C(=O)NCc3ccco3)cc2)cc1OC	-4.1	-1.5	-0.7	1.4	-0.4	99.0	9.5	-4.0	-1.3	x
Cc1nn2c(NCC(C)C)c3c(nc2c1-c1ccccc1)CCC3	0.4	-4.1	-0.7	4.8	0.5	101.0	-4.4	3.1	0.5	x
Cc1ccccc1OCc1nnc(SCC(=O)Nc2ccc3nc(SCC(=O)NC(C)(C)C)sc3c2)n1C	6.2	-16.2	-5.0	-2.6	-0.1	101.0	-0.1	-15.1	10.7*	x
COc1cc(NC(=O)c2cc(-c3ccco3)on2)cc(OC)c1OC	-10.7	4.2	3.4	-4.3	0.0	98.0	4.3	-2.3	-1.7	-6.9
CN1C(=O)Cc2cc(S(=O)(=O)N3CCN(c4ccc(Cl)cc4)CC3)ccc21	4.4	-10.2	1.2	14.6*	-0.1	100.0	2.9	-3.2	2.0	-2.7
CCOC(=O)Cc1csc(N/N=C/c2ccc(Cl)cc2)n1	3.0	-1.6	-0.5	2.7	-0.2	92.0	2.4	-5.9	0.6	3.4
CN(C(=O)CSc1n[nH]c(-c2cccs2)n1)C1CCS(=O)(=O)C1 (stereo unspecified)	-0.1	9.3	-0.6	4.0	-0.2	97.0	3.8	0.0	-1.8	-6.5
CCCCn1c(N)c(N(CCOC)C(=O)c2oc3ccc(Br)cc3c2C)c(=O)[nH]c1=O	5.8	1.5	-1.2	-3.5	-0.2	100.0	3.0	-13.7	0.8	-3.5
COC(=O)CNC(=O)COc1ccccc1	-4.2	-6.5	1.3	3.9	0.0	113.0	-4.9	x	2.4	-3.3
CCOC(=O)CCNC(=O)N1CCCC(C(=O)c2cc(C)c(OC)c(C)c2)C1 (stereo unspecified)	-1.9	3.2	0.2	1.5	0.1	101.0	-0.6	-1.8	0.2	-17.8
O=C(CSc1nnc(Nc2ccccc2F)s1)NC1CC1	3.2	0.7	0.1	7.5	-0.2	98.0	1.9	3.9	-0.7	-2.0
CCN1C(=O)[C@H]2[C@@H](c3ccc(Cl)cc3)N3C(=O)CN(CCOC)C(=O)[C@@]3(C)[C@H]2C1=O	-3.0	9.2	2.2	14.4	0.1	97.0	5.3	-5.4	-0.6	-11.5
COC(=O)c1ccc2c(=O)n(CCCCCC(=O)O)c(=O)[nH]c2c1	3.0	1.4	1.6	-1.7	-0.1	98.0	-1.8	-0.3	-1.7	-3.0
COc1ccc(NC(=O)CC2C(=O)N(c3ccccc3)C(=O)N2CCc2cccs2)cc1 (stereo unspecified)	1.8	4.2	2.0	-0.3	0.3	103.0	19.9	-7.8	0.3	-4.9

A second format for some results above.
> COC(=O)CNC(=O)COc1ccccc1
  PDI turbidity: -4.2; H9c2 protect: -6.5; Glyco luc inh: 1.3; m5-HT2A agonist: 3.9; aDG glyco act: 0.0; ABCB6 inh MLPCN: 113.0; MC4R antag cAMP: -4.9; Vif imaging: x; MC4R barr agon: 2.4; CaV13 ICDI inh: -3.3

> CCOC(=O)CCNC(=O)N1CCCC(C(=O)c2cc(C)c(OC)c(C)c2)C1 (stereo unspecified)
  PDI turbidity: -1.9; H9c2 protect: 3.2; Glyco luc inh: 0.2; m5-HT2A agonist: 1.5; aDG glyco act: 0.1; ABCB6 inh MLPCN: 101.0; MC4R antag cAMP: -0.6; Vif imaging: -1.8; MC4R barr agon: 0.2; CaV13 ICDI inh: -17.8

Next section:
SMILES	PDI turbidity	H9c2 protect	Glyco luc inh	m5-HT2A agonist	aDG glyco act	ABCB6 inh MLPCN	MC4R antag cAMP	Vif imaging	MC4R barr agon	CaV13 ICDI inh
Cc1ccc2nc(COC(=O)c3cccnc3Cl)cc(=O)n2c1	0.2	-1.8	12.4	-3.8	0.2	100.0	6.8	x	0.0	-5.0
C[C@H](NC(=O)OC(C)(C)C)c1nnc(SCC(N)=O)o1	-1.6	5.1	0.3	0.1	0.0	96.0	2.3	-14.4	-2.0	-8.0
COc1ccccc1NC(=S)NNC(=O)c1ccccc1	1.0	-10.2	1.1	0.8	0.4	98.0	-2.4	-1.6	-2.0	-8.0
COc1nnc(-c2ccccc2)s1	4.1	-7.4	1.5	6.8	-0.1	96.0	5.0	-2.5	-3.0	-3.3
CCc1ccc2nc(N(CCCN(C)C)C(=O)c3ccc4c(c3)OCCO4)sc2c1	-1.1	-5.6	-3.6	-7.6	4.2	97.0	7.8	6.4	0.0	-4.4
CC(OC(=O)CC1CCCCC1)C(=O)Nc1ccc(S(N)(=O)=O)cc1 (stereo unspecified)	-13.7	-0.2	0.2	-1.9	-0.3	93.0	-7.9	14.7	-0.9	x
COCCN(C(=O)Cc1cccs1)C(C(=O)NCc1ccc(OC)cc1)c1ccc(OC)cc1 (stereo unspecified)	-0.6	19.4	-4.4	-4.7	0.1	97.0	12.3	-5.0	0.2	x
C/C=C\C=C/C(=O)Nc1cccc(C2=NOC3(C2)C[C@@H](C(N)=O)N(C(=O)/C=C/C=C\C)C3)c1 (stereo partly specified)	-3.7	4.6	-0.3	3.9	0.0	96.0	7.4	2.2	-0.8	x
CCn1c2c(c3ccc(OC)cc31)CCCC2=O	-2.0	0.7	0.8	-0.7	0.0	99.0	-4.5	-0.1	-0.5	x
O=C(NCc1ccc(F)cc1)C1CC(=O)N(C2CCCCC2)C1 (stereo unspecified)	3.8	-1.7	1.0	-1.8	0.1	97.0	20.7	10.3	0.6	-2.4
